Source: PubChem (several laboratories)
hcDAF-12 act: H. contortus DAF-12 activation, primary screen. HEK293 hcDAF-12 lit1-tk-luc reporter, luminescence; 0% DMSO, 100% Δ7-dafachronic acid. activation, % at 6.8 µM. 370,000 compounds, 1.4% hits;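 active = activation above the mean of all tested compounds plus 3 SD, cut at about 5.5% in these data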;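 note: 100% = response to 3 µM Δ7-dafachronic acid high control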
SMARCA2 activ: SMARCA2 function activation, primary screen. MG213 cells, MMTV-luciferase reporter, dexamethasone, overnight. activation, % at 9.1 µM. 370,000 compounds, 1% hits; in the data active = activation above about 7.8%;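 note: 0% = vehicle wells and 100% = reference activator wells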
MBD2 DNA inh: inhibitors of human MBD2 binding to methylated oligonucleotide; Q9UBB5; TR-FRET; inhibition, % at 4.4 µM; 370,000 compounds, 0.31% hits; in the data active = inhibition above about 13%
Target sequence (Q9UBB5 whole entry, looked up): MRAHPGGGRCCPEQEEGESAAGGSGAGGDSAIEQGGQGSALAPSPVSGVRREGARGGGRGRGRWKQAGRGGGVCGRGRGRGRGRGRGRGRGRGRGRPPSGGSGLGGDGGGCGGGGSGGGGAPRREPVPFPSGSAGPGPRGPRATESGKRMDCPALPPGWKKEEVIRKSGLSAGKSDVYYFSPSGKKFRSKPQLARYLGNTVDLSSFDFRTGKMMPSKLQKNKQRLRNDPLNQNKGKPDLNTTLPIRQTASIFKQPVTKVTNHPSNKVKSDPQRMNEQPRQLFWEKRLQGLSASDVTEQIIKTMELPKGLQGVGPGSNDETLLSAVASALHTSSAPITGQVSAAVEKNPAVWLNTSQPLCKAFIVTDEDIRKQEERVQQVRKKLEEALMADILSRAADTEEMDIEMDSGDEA
hgDAF-12 ag: agonists of H. glycines DAF-12 nuclear receptor | HEK293 GAL4-hgDAF12 UAS-luciferase reporter, agonist luminescence; normalized to butyrate control | activation, % at 6.8 µM | 370,000 compounds, 1.8% hits | AID 687014;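 active = activation above a cutoff set at the mean of all screened compounds plus 3 SD, cut at about 10% in these data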;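 note: 0% = DMSO wells and 100% = sodium butyrate wells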
PLCg1 inh: PLC-gamma1 (human) inhibition, primary screen | P19174 | purified PLC-gamma1, fluorogenic substrate, fluorescence | inhibition, % at 12.2 µM | 370,000 compounds, 0.84% hits; in the data active = inhibition above about 9.5%
PLCb3 inh: inhibitors of human phospholipase C beta3. 370,000 compounds, 0.18% hits. inhibition, % at 12.2 µM. Q01970. Purified PLC-beta3, fluorogenic substrate, fluorescence. AID 720704; in the data active = inhibition above about 11%;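 note: 0% = median of compound wells on plate and 100% = full blocker control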
DAX1 inh-1: inhibitors of human orphan nuclear receptor DAX1 (NR0B1) | inhibition, % at 6.75 µM | HEK293 Gal4-DAX1 luciferase reporter, luminescence | AID 504766 | P51843 | 340,000 compounds, 0.99% hits;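 active = inhibition above the mean over all tested compounds plus 3 SD, cut at about 4.2% in these data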;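 note: 0% = DAX1-transfected cells with DMSO and 100% = empty-vector control cells with DMSO; inhibition shows as a rise in luminescence from relieved DAX1 repression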
ADAM17 inh: inhibits human ADAM17. recombinant ADAM17, EDANS/DABCYL FRET peptide cleavage. inhibition, % at 6.95 µM. 370,000 compounds, 0.83% hits. AID 720648;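 active = inhibition above the mean of compounds lying between control limits plus 3 SD, set per campaign, cut at about 8.5% in these data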;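 note: 0% = DMSO-only wells as the low control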
ssDAF-12 act: activators of S. stercoralis DAF-12 nuclear receptor | activation, % at 6.8 µM | HEK293 ssDAF-12/GRIP1 lit1-tk-luc reporter, luminescence; % of 3 µM dafachronic acid response | 370,000 compounds, 1% hits;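 active = activation above the mean over all tested compounds plus 3 SD, cut at about 0.9% in these data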;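 note: 0% = DMSO-only wells and 100% = 3 µM delta7-dafachronic acid wells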
DAX1 inh-2: blocks DAX1 repression of SF-1 activated StAR promoter | HEK293T StAR-luciferase reporter, SF-1/DAX-1 repression relief | AID 652010 | inhibition, % at 6.8 µM | 370,000 compounds, 1.1% hits;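 active = inhibition above the mean over all tested compounds plus 3 SD, cut at about 3.6% in these data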;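 note: 0% = DAX-1 cells with DMSO and 100% = cells lacking DAX-1 with DMSO; higher inhibition means more luminescence from relief of DAX-1 repression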
Rev-erbA mod: modulates human Rev-erb alpha binding to DNA. P20393. Rev-erbα–FITC-DNA binding, fluorescence polarization, 90 min. activity, % at 10 µM. 370,000 compounds, 0.79% hits;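 active = activity above about 14%, limit read from the data; passing the limit was not always enough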;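 note: 0% = DMSO wells with 35 nM protein and 100% = DMSO wells with 750 nM protein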
Target sequence (P20393 whole entry, looked up): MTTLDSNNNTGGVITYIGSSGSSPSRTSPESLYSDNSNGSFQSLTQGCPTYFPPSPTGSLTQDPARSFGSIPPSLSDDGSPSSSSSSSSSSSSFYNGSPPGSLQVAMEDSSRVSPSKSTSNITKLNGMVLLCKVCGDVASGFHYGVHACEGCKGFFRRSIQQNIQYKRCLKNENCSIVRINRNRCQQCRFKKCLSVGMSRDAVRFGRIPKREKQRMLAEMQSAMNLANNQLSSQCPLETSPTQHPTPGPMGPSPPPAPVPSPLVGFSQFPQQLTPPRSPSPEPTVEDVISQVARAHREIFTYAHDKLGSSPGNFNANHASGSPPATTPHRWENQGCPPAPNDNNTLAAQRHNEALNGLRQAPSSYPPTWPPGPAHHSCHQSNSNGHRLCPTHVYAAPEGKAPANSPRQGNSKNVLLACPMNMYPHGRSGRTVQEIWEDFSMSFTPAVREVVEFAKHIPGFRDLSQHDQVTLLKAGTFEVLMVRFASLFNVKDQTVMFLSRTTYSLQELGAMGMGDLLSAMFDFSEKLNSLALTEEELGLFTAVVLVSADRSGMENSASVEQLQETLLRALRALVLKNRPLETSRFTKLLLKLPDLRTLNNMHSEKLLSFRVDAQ
Starred values were filed as active, the others as inactive; · = not tested or not shown; & = joins results of further samples.

[1] CC(C)(C)c1csc(NC(=O)CS(=O)(=O)c2ccccc2)n1
[2] CC(C)(C)C(=O)OCOP(=O)(COCCn1cnc2c(N)ncnc21)OCOC(=O)C(C)(C)C
[3] COc1ccc(-c2c(-c3ccccc3OC)oc3ccccc23)cc1F
[4] CCOC(=O)c1cnc2nc[nH]n2c1=O
[5] Fc1ccccc1CSc1ncnc2c1ncn2C1CCCCO1 (stereo unspecified)
[6] COc1ccc(-c2nc(C)ncc2-c2ccccc2)c(O)c1
[7] CC(C)c1ccc(NC(=S)NCc2cccs2)cc1
[8] Cc1ccc(C2(C)NC(=O)N(CC(=O)N3CCN(S(=O)(=O)c4cccc(F)c4)CC3)C2=O)cc1 (stereo unspecified)
assay / entry	1	2	3	4	5	6	7	8
hcDAF-12 act	1.2	-1.7	1.5	0.4	5.0	-0.9	1.9	0.6
SMARCA2 activ	0.5	0.1	2.8	-2.8	1.6	-1.4	-1.0	-1.4
MBD2 DNA inh	-5.4	1.6	5.7	-2.9	2.5	7.5	1.8	2.9
hgDAF-12 ag	2.6	-7.2	0.8	0.2	14.4*	0.7	3.9	-1.0
PLCg1 inh	-2.4	-1.6	-15.8	6.3	-2.0	-2.7	-1.2	-3.8
PLCb3 inh	-6.3	0.2	-33.4	8.1	-3.0	-7.7	3.0	-4.7
DAX1 inh-1	2.3	·	2.8	-0.4	0.7	0.7	0.4	-1.1
ADAM17 inh	-0.9	0.6	-15.2	0.8	-4.2	-4.0	-2.3	-1.8
ssDAF-12 act	-0.3	-1.0	-0.9	-1.4	0.2	-0.9	0.2	-1.2
DAX1 inh-2	-0.2	-4.7	-0.2	0.0	6.1*	-0.2	-0.6	-0.9
Rev-erbA mod	-1.1	6.2&-0.1	-1.7	4.0	3.7	3.5	-1.4	3.9

[9] C=CCNCc1cccn1-c1sc2c(c1C#N)CCCC2
[10] O=C(/C=C/[C@H]1O[C@@H](n2cnc3c(NC(=O)c4ccccc4)ncnc32)[C@H](O)[C@@H]1O)NCC(c1ccccc1)c1ccccc1
[11] COc1ccccc1OCCn1c(SCC(N)=O)nc2ccccc21
[12] Cc1ccc(C(=O)c2ccccc2C(=O)OCC(=O)NCCc2ccc(Cl)cc2Cl)cc1
[13] CCCNC(=O)NC(=O)CSc1nc2ccccc2c(=O)n1Cc1ccncc1
[14] CCCN(CC(=O)Nc1ccccc1C)C(=O)Cc1c[nH]c2ccccc12
[15] CCCCN1C(=O)/C(=C/C=C2\SCCN2C)SC1=S
[16] CN(Cc1ccccc1)c1c([N+](=O)[O-])c(=O)n(C)c2ccccc12
assay / entry	9	10	11	12	13	14	15	16
hcDAF-12 act	-2.2	-0.3	-2.8	-0.5	0.9	1.7	0.1	-0.9
SMARCA2 activ	-2.5	-2.2	-4.8	-4.1	-1.4	-2.3	3.3	-1.7
MBD2 DNA inh	-4.1	-2.5	3.1	3.7	0.1	0.0	-9.9	-4.8
hgDAF-12 ag	-1.9	-0.1	0.1	0.2	-0.2	0.6	14.0*	-0.8
PLCg1 inh	3.4	2.9	-0.7	-0.7	0.9	0.8	-7.0	1.5
PLCb3 inh	3.3	3.1	-5.4	-3.0	-4.2	-6.7	-12.3	-9.2
DAX1 inh-1	-1.2	·	0.3	0.1	2.2	0.3	2.9	-2.2
ADAM17 inh	2.1	3.0	-1.9	6.1	0.5	2.4	12.0*	2.1
ssDAF-12 act	-1.9	-0.5	-1.4	-1.5	-0.9	-0.5	-0.1	-1.9
DAX1 inh-2	-1.0	-0.7	-0.5	-0.4	0.5	-0.1	2.9	-0.2
Rev-erbA mod	-3.1	-4.5	-1.0	1.2	-3.8	0.3	126.3*	6.9

[17] CCCC1CCC2(CC1)CCC2OC(=S)Nc1cccc(I)c1 (stereo unspecified)
[18] OCCC1CN(Cc2nc(-c3ccccc3)cs2)CCN1CCc1ccccc1 (stereo unspecified)
[19] O=C1C=C(c2ccccc2)CC(c2cccs2)C1n1cnc([N+](=O)[O-])c1 (stereo unspecified)
[20] Cn1nnnc1SCC(=O)Nc1nc2ccccc2s1
[21] COc1cccc(S(=O)(=O)N(C)C[C@@H]2OCc3cn(nn3)CCCC(=O)N([C@@H](C)CO)C[C@H]2C)c1
[22] Cc1ccc(C23CC4CC(CC(C(=O)NN)(C4)C2)C3)cc1
[23] COc1ncccc1C(=O)N1CCCC(N2CCN(c3ccc(F)cc3)CC2)C1 (stereo unspecified)
[24] CCOc1ccc(N2C(=O)CC(NC3CCCCNC3=O)C2=O)cc1 (stereo unspecified)
assay / entry	17	18	19	20	21	22	23	24
hcDAF-12 act	0.5	1.0	-0.3	0.8	-1.9	2.7	-1.4	-1.5
SMARCA2 activ	·	-1.1	0.1	1.7	-0.8	-0.6	0.1	0.4
MBD2 DNA inh	-1.7	2.1	3.8	-5.3	0.6	-4.1	-0.2	2.7
hgDAF-12 ag	3.7	0.3	0.7	4.5	0.0	1.8	0.1	-0.8
PLCg1 inh	1.1	-1.9	0.1	0.9	1.1	-1.6	-3.5	-3.2
PLCb3 inh	1.6	-1.9	3.6	-0.8	3.4	-4.4	-5.3	-0.7
DAX1 inh-1	·	-1.0	0.8	2.2	0.2	0.5	0.3	-0.8
ADAM17 inh	-1.7	-2.0	1.8	-3.1	-0.7	-1.6	-2.8	-2.7
ssDAF-12 act	-1.3	-1.3	-0.9	0.2	-1.2	0.4	-1.6	-1.2
DAX1 inh-2	·	-0.5	-1.0	0.4	-0.4	-0.1	-0.5	-0.9
Rev-erbA mod	1.1	6.9	-5.8	-0.9	-3.7	-2.0	-0.2	-0.2

[25] COc1ccccc1C(=O)COC(=O)c1cccs1
[26] O=C(NCCn1c(C(F)(F)F)nc2ccccc21)[C@H]1CCCN1c1nc(CN2CCCCC2)cs1
[27] NC(=O)c1ccc(NC(=O)COC(=O)c2cc([N+](=O)[O-])ccc2N2CCOCC2)cc1
[28] Cc1ccc(NC(=O)CN(C)CC(=O)Nc2cccc(F)c2)cc1S(=O)(=O)N1CCCCCC1
[29] O=C(c1ccc(F)cc1)N1CCC(C(=O)N2CCN(S(=O)(=O)c3ccccc3Br)CC2)CC1
[30] C=CCn1c(SCC(=O)NC2CCCCC2)nnc1C(C)NC(=O)c1cccs1 (stereo unspecified)
[31] Cc1nc(C)n(C(C)CNC(=O)c2ccco2)n1 (stereo unspecified)
[32] COc1ccc(CCNC(=S)Nc2cc(C)ccc2C)cc1
assay / entry	25	26	27	28	29	30	31	32
hcDAF-12 act	0.3	0.6	-2.0	-3.6	-1.8	-1.6	-2.3	-1.7
SMARCA2 activ	5.4	-0.3	-0.8	-5.9	-1.5	3.7	-0.3	-3.2
MBD2 DNA inh	3.8	1.1	-2.5	3.0	2.5	3.0	-1.1	3.3
hgDAF-12 ag	8.0	0.2	-0.4	0.0	4.7	-1.6	-0.3	-3.7
PLCg1 inh	-3.5	0.5	1.2	5.5	3.4	7.2	-2.3	-0.5
PLCb3 inh	0.3	-3.1	1.1	-5.5	-3.2	2.5	-4.5	-2.0
DAX1 inh-1	2.3	0.1	1.2	-1.3	-0.3	-0.1	0.3	-0.1
ADAM17 inh	-2.7	7.5	0.3	8.2	-2.9	-0.3	-0.9	-4.2
ssDAF-12 act	-0.4	-0.5	-1.4	-2.5	-1.5	-1.3	-1.1	-1.4
DAX1 inh-2	0.9	0.9	-1.2	-1.8	-1.8	-0.6	0.1	-0.7
Rev-erbA mod	-5.5	2.6	-0.7	1.3	-5.0	3.4	2.7	-0.2

Given with two lines to a compound: part of the list above.
Every second line gives: hcDAF-12 act	SMARCA2 activ	MBD2 DNA inh	hgDAF-12 ag	PLCg1 inh	PLCb3 inh	DAX1 inh-1	ADAM17 inh	ssDAF-12 act	DAX1 inh-2	Rev-erbA mod
30: C=CCn1c(SCC(=O)NC2CCCCC2)nnc1C(C)NC(=O)c1cccs1 (stereo unspecified)
  -1.6	3.7	3.0	-1.6	7.2	2.5	-0.1	-0.3	-1.3	-0.6	3.4
31: Cc1nc(C)n(C(C)CNC(=O)c2ccco2)n1 (stereo unspecified)
  -2.3	-0.3	-1.1	-0.3	-2.3	-4.5	0.3	-0.9	-1.1	0.1	2.7

Further compounds follow:
[33] Oc1ccc(N2CCN(C(c3cccs3)c3nnnn3CCc3ccccc3)CC2)cc1 (stereo unspecified)
[34] CCC(C(=O)OCC(=O)c1ccc2c(c1)NC(=O)CO2)c1ccccc1 (stereo unspecified)
[35] Cc1cc(C)nc(N2CCCC(C(=O)Nc3ccc(F)cc3)C2)n1 (stereo unspecified)
[36] O=C(c1cccnc1)N1CCc2ccccc21
[37] COc1cc(C(=O)NCC(=O)OCc2ccc(F)cc2)cc(OC)c1OC
[38] CN(CC(=O)Nc1cccc(F)c1)C(=O)c1cccc(S(=O)(=O)N2CC3(C)CC2CC(C)(C)C3)c1 (stereo unspecified)
[39] COC(=O)c1sc(N2C(=O)C(=O)/C(=C(/O)c3ccccc3)C2c2ccco2)nc1C (stereo unspecified)
[40] O=C(NCCC1CCCCN1S(=O)(=O)c1ccccc1)C(=O)NCc1ccco1 (stereo unspecified)
assay / entry	33	34	35	36	37	38	39	40
hcDAF-12 act	-1.5	-0.5	-3.3	4.7	0.0	-1.4	-1.4	-0.6
SMARCA2 activ	-2.8	-4.2	-0.9	-3.6	4.4	-0.6	1.8	-2.8
MBD2 DNA inh	0.3	4.0	4.9	1.9	0.2	-0.8	-0.4	3.7
hgDAF-12 ag	-4.9	0.2	5.6	0.4	-0.8	-0.1	-3.7	-0.8
PLCg1 inh	-0.8	-0.6	-3.0	-0.8	5.2	3.3	-11.2	-0.4
PLCb3 inh	-0.4	-9.6	-6.9	0.0	-0.8	-0.7	-15.9	0.4
DAX1 inh-1	-1.9	-0.2	-0.5	0.8	-0.6	2.4	-0.7	0.0
ADAM17 inh	1.5	-0.1	-9.9	-4.7	1.1	3.5	2.1	-1.6
ssDAF-12 act	-1.0	-2.1	-1.3	0.2	-2.0	-1.2	-1.2	-0.8
DAX1 inh-2	-2.2	-0.9	-0.1	-0.2	-0.7	0.0	-0.1	-1.2
Rev-erbA mod	-1.4	-3.0	1.5	-5.4	-1.8	0.6	-0.1	-4.0

[41] C=CCN1[C@@H](C)COc2cccc(F)c2S1(=O)=O
[42] CCCc1cnc(Nc2nc(C(N)Cc3ccc(C(F)(F)F)cc3)cs2)nc1 (stereo unspecified)
[43] Cc1ccc(CCNC(=O)CNC(=O)c2cccs2)cc1
[44] C#CCOCCOCCOCCNc1nc(N2CCOCC2)nc(N2CCN(C(=O)Cn3cc(CC(C)O)nn3)CC2)n1 (stereo unspecified)
[45] Cc1c(C(=O)N2CCCCCC2)c(S(=O)(=O)NCc2ccccc2Cl)c(C)n1C
[46] COc1cccc(OC)c1C(=O)NC(=O)Oc1c(F)cccc1F
assay / entry	41	42	43	44	45	46
hcDAF-12 act	-2.5	-0.6	1.8	-1.1	-1.5	-0.7
SMARCA2 activ	-0.7	1.9	0.2	0.5	-1.6	-1.7
MBD2 DNA inh	-5.1	0.8	0.9	-4.5	1.9	5.2
hgDAF-12 ag	1.9	5.7	0.9	-1.0	0.3	0.3
PLCg1 inh	-0.8	7.5	-0.8	2.5	0.9	0.1
PLCb3 inh	4.6	3.3	-5.3	6.0	-4.9	-5.3
DAX1 inh-1	·	·	0.2	0.5	-0.3	0.0
ADAM17 inh	-3.2	3.1	-5.5	3.6	-2.9	-2.9
ssDAF-12 act	-0.8	-1.1	-0.2	-1.5	-1.2	-0.5
DAX1 inh-2	-0.6	-0.4	0.0	0.6	-0.1	-0.1
Rev-erbA mod	-0.3	-1.8	1.1	-2.1	-2.4	-0.2
